# Statin myotox sup = suppressors of statin myotoxicity in C2C12 myotubes, primary screen, cell-based, single point, plate reader; C2C12 myotubes + simvastatin, ATP luminescence, 48 h; scaled: DMSO 0, geranylgeraniol control 100; rescue of ATP level, % at 7.49 µM; actives 0.78% (n = 330,000); AID 602340, 2012;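 active = mean ATP rescue above about 67%, or every replicate alone reaching that limit, limit read from the data, passing the limit was not always enough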;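 note: myotubes were challenged with 10 µM simvastatin during compound exposure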
# Cneo AK release = Cryptococcus neoformans cell lysis inducers, primary screen, AK release luminescence, single concentration; C. neoformans lysis, adenylate kinase release luminescence, 4 h; normalised: neutral wells 0, clomiphene wells 100; lysis activity, % at 15 µM; actives 0.2% (n = 360,000); AID 651654, 2012;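 active = mean lysis activity across replicates of at least 80%, whatever share of replicates individually reach that level; inactive = mean lysis activity below 80%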
#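 Assay system: C. neoformans cells. Amount: yeast cell density of 5 × 10^6 cells/mL. Technique: AK luminescence. Buffer or medium: YPD. Times: static 4 h at 37 °C with compound, 1 h detection. Dosing: single-point compound dose. Read-out: lysis from increased AK signal.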
# LGR2 antag = inhibitors of bursicon-induced LGR2 CRE-luciferase signal, primary screen, cell-based, HEK293, CRE-luciferase reporter, bursicon stimulation; Drosophila bursicon receptor LGR2 (rickets); bursicon-stimulated, 4 h; inhibition, % at 9.99 µM; actives 0.35% (n = 380,000);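 active = drop in luminescence signal, shown as inhibition above about 50% in the replicate tests, limit read from the data, passing the limit was not always enough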;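 note: agonist challenge used bursicon conditioned medium at about half maximal strength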
# INS-1E GSIS act = GLuc luminescence reporter in INS-1E cells, primary screen for activators of glucose-dependent secretion of insulin; INS-1E GLuc reporter insulin secretion, 2-3 h; activation, % at 16.6 µM; actives 0.61% (n = 370,000); AID 743287, 2014;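 active = lowest replicate activation of at least 40%, so every replicate reaches that level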;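 note: 0% = median of neutral control wells and 100% = median of IBMX positive control wells; some compounds called inactive have numbers as strong as hits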
# PglD DTNB = C. jejuni PglD acetyltransferase inhibitors, primary screen, biochemical, DTNB colorimetric, single point; purified PglD enzyme, DTNB colorimetric CoA detection; AID 602405, 2012; actives 0.098% (n = 360,000); inhibition, % at 12.5 µM; UDP-N-acetylbacillosamine N-acetyltransferase PglD (Campylobacter jejuni); in the data active = inhibition above about 16%, passing the limit was not always enough; note: strong numbers were not always called active
# ARNT TACC3 PPI = disruptors of ARNT/TACC3 protein interaction, primary screen, biochemical, AlphaScreen, single concentration; actives 0.66% (n = 390,000); AlphaScreen His-ARNT PAS-B/GST-TACC3 binding, luminescence; TACC3 fragment carries E629A point mutation; inhibition, % at 9.99 µM; Transforming acidic coiled-coil-containing protein 3 (Homo sapiens), Q9Y6A5;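 active = mean inhibition of replicates at least 50% and at least half of replicates each reaching 50%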;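 note: 0% = complete ARNT plus TACC3 wells and 100% = ARNT alone without TACC3; many hits fall short of the cut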
# PAX8 inh HTS = inhibitors of PAX8-driven TPO luciferase reporter, primary screen, RMG-I cells, single concentration. AID 652154, 2013. SteadyGlo, 24 h. inhibition, % at 12.6 µM. actives 1.2% (n = 360,000);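 active = mean replicate inhibition at least 60% with every replicate also reaching 60%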;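 note: luciferase light reporting Pax8 driven TPO promoter activity; plate controls were median of neutral control wells for no effect and mitoxantrone controls for full effect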
# PGC1a acetyl inh = inhibitors of PGC1a acetylation signal, primary screen, cell-based, U2OS, AlphaScreen, inhibitor mode. actives 0.17% (n = 350,000). AID 651687, 2012. AlphaScreen anti-acetyl-lysine; with virally co-expressed GCN5 acetyltransferase. inhibition, % at 15.6 µM;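 active = every replicate shows inhibition of at least 40%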;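 note: 0% = neutral control wells and 100% = positive control wells; some results beyond the cut were filed as inactive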
# * marks the source's active call; other numbers are inactive results; . = not tested or not shown; & = joins results of further samples. Compounds were not picked by outcome. Share with any hit: about 2.9%.
SMILES,Statin myotox sup,Cneo AK release,LGR2 antag,INS-1E GSIS act,PglD DTNB,ARNT TACC3 PPI,PAX8 inh HTS,PGC1a acetyl inh
Nc1ccccc1SC1CC(=O)N(c2ccc(Cl)c(Cl)c2)C1=O (stereo unspecified),-5,1,14,-4,-4,8,14,.
CC(NS(=O)(=O)c1ccc(Cl)cc1)C(=O)NCc1ccco1 (stereo unspecified),-2,2,0,6,2,-2,.,-9
O=C(C[C@H]1CC[C@H]2[C@@H](COC[C@@H](O)CN2C(=O)Nc2ccccc2)O1)NCCc1ccncc1,-23,-1,-19,8,3,2,-26,-4
CCn1c(=N)n(CC(=O)C23CC4CC(CC(C4)C2)C3)c2ccccc21,6,51,.,.,0,-9,.,-5
COc1ccc2nc(NC(=O)c3ccc(NC(=O)C4CCCO4)cc3)sc2c1 (stereo unspecified),7,0,1,-20,-1,-1,-19,-8
Cc1ccc(CCNC(=O)C2CCCN(c3nc4ccccc4o3)C2)cc1 (stereo unspecified),11,6,5,-12,0,-5,.,3
O=C(CSc1nccc(=O)[nH]1)NCc1ccco1,11,6,14,-3,-1,1,3,6
COc1ccc(-c2ccc(C(=O)NCc3ccco3)c3occc23)c(C)c1,-4,-1,-21,0,-1,.,-65,-4
O=C(CC1C(=O)NCCN1CCCc1ccccc1)NCCc1ccccc1F (stereo unspecified),4,-2,12,-10,-1,4,13,-8
CN1CCN(C(=O)c2cc(C(C)(C)C)cc(C(C)(C)C)c2)CC1,.,.,-3,-4,.,-8,7,2
O=C(Nc1ccccc1F)N1C[C@@H]2[C@H](c3ccccc31)[C@@H](CO)N2C(=O)Nc1ccccc1,11,-2,8,-2,-2,-8,-11,2
O=S(=O)(Cc1ccccc1)NCC[C@@H]1CC[C@@H](NS(=O)(=O)c2ccccc2)[C@H](CO)O1,-5,2,9,2,1,-5,-9,-6
O=C(COC(=O)CCCOc1ccc(Cl)cc1Cl)Nc1cccc(Cl)c1,.,.,14,16,.,-10,13,.
NNC(=O)c1sccc1OCc1ccc(Cl)cc1,-9,.,-3,5,.,-9,27,12
Cc1ccc(C(=O)NNC(=S)NC(=O)c2ccc(Cl)cc2)cc1,17,3,.,.,-3,-11,.,10

# Copied from the results shown, 11 compounds:
SMILES,Statin myotox sup,Cneo AK release,LGR2 antag,INS-1E GSIS act,PglD DTNB,ARNT TACC3 PPI,PAX8 inh HTS,PGC1a acetyl inh
Nc1ccccc1SC1CC(=O)N(c2ccc(Cl)c(Cl)c2)C1=O (stereo unspecified),-5,1,14,-4,-4,8,14,.
CC(NS(=O)(=O)c1ccc(Cl)cc1)C(=O)NCc1ccco1 (stereo unspecified),-2,2,0,6,2,-2,.,-9
O=C(C[C@H]1CC[C@H]2[C@@H](COC[C@@H](O)CN2C(=O)Nc2ccccc2)O1)NCCc1ccncc1,-23,-1,-19,8,3,2,-26,-4
CCn1c(=N)n(CC(=O)C23CC4CC(CC(C4)C2)C3)c2ccccc21,6,51,.,.,0,-9,.,-5
COc1ccc2nc(NC(=O)c3ccc(NC(=O)C4CCCO4)cc3)sc2c1 (stereo unspecified),7,0,1,-20,-1,-1,-19,-8
Cc1ccc(CCNC(=O)C2CCCN(c3nc4ccccc4o3)C2)cc1 (stereo unspecified),11,6,5,-12,0,-5,.,3
O=C(CSc1nccc(=O)[nH]1)NCc1ccco1,11,6,14,-3,-1,1,3,6
COc1ccc(-c2ccc(C(=O)NCc3ccco3)c3occc23)c(C)c1,-4,-1,-21,0,-1,.,-65,-4
O=C(CC1C(=O)NCCN1CCCc1ccccc1)NCCc1ccccc1F (stereo unspecified),4,-2,12,-10,-1,4,13,-8
CN1CCN(C(=O)c2cc(C(C)(C)C)cc(C(C)(C)C)c2)CC1,.,.,-3,-4,.,-8,7,2
O=C(Nc1ccccc1F)N1C[C@@H]2[C@H](c3ccccc31)[C@@H](CO)N2C(=O)Nc1ccccc1,11,-2,8,-2,-2,-8,-11,2

# (list continues)
SMILES,Statin myotox sup,Cneo AK release,LGR2 antag,INS-1E GSIS act,PglD DTNB,ARNT TACC3 PPI,PAX8 inh HTS,PGC1a acetyl inh
Cc1noc(C)c1NC(=O)N(C)C[C@@H]1Oc2ccc(NS(=O)(=O)c3cn(C)cn3)cc2CC(=O)N([C@H](C)CO)C[C@H]1C,26,103*,4,22,3,.,27,9
Cc1ccc(C(=O)Nc2ccn(Cc3ccc(F)cc3)n2)o1,.,-2,-26,-3,-4,1,-18,1
Cn1nnc2cc(NC(=O)Nc3cccc(Cl)c3)ccc21,-31,-3,-85,3,0,-9,-178,-13
COc1ccc(S(=O)(=O)N(C)C[C@@H]2Oc3cc(C#CC4CCCC4)ccc3S(=O)(=O)N([C@H](C)CO)C[C@@H]2C)cc1,-77,-1,0,-6,2,-6,53,-27
O=S(=O)(Nc1ccc2oc(-c3ccccc3)nc2c1)c1ccccc1,-4,2,-41,-2,2,23,.,-7
COc1ccc(Cn2c(SCc3ccc(C)cc3)nc3cc(OC)c(OC)cc3c2=N)cc1Cl,-23,-1,.,.,-4,38,109*,.
Cc1ccc(NC(=O)C2CCN(C(=O)c3ccco3)CC2)cc1,4,-1,8,6,4,.,12,1
COc1ccccc1S(=O)(=O)N[C@H]1CC[C@H](CC(=O)N2CCCCC2)O[C@@H]1CO,-6,1,25,-1,0,-28,-11,6
COc1cccc(/C=N/NC(=O)c2ccccc2)c1OS(=O)(=O)c1ccccc1,.,.,9,-4,.,8,10,.
C[C@@H]1CN([C@@H](C)CO)C(=O)Cc2cc(NS(=O)(=O)c3ccc(F)cc3)ccc2O[C@H]1CN(C)Cc1ccc(Cl)c(Cl)c1,57,.,36,196,.,.,93*,34
Cc1noc(C)c1NC(=O)N[C@H]1CC[C@H](CC(=O)Nc2ccc(-c3ccccc3)cc2)O[C@H]1CO,10,-3,-1,-1,-1,-13,-13,13
O=C(O)c1cccc2c1/C(=N/Nc1ccc([N+](=O)[O-])cc1[N+](=O)[O-])c1ccccc1-2,-6,2,.,.,3,-6,.,.
Fc1ccc2cnc(-c3ccccc3)c(-c3ccc(C(F)(F)F)cc3)c2c1,22,-1,-2,-1,-5,1,10,13
CCOC(=O)CNC(=O)CSc1ncnc2c1cnn2-c1ccc(OC)cc1,-7,0,3,12,5,.,.,-12
Cc1ccccc1Nc1nc(N)nc(CSc2ccccc2)n1,.,.,-116,10,.,-1,-227,.
COC(=O)c1c(NC(=O)CN2CCOCC2)sc2c1CCC(C)C2 (stereo unspecified),-26,0,.,.,1,-8,.,-9
O=C(Nc1cc(=O)[nH]c(=O)[nH]1)c1cccc(C(F)(F)F)c1,7,0,12,1,0,4,0,-5
CN1C(=O)c2cc(NC(=O)c3cc(F)cc(F)c3)ccc2OC[C@@H]2O[C@H](CC(=O)O)CC[C@H]21,9,-1,-13,7,0,-6,-10,3
O=C(O)c1cccc(-c2ccccc2)c1O,0,1,1,2,-1,1,-7,-1
O=c1ccc(-c2ccc(S(=O)(=O)Nc3cccc([N+](=O)[O-])c3)s2)n[nH]1,26,-2,-7,77*,-2,3,-2,13
CC(Cc1cnccn1)NC(=O)c1cc(COc2ccc(F)cc2F)on1 (stereo unspecified),-5,5,-2,-13,-4,-1,1,4
Cc1ccc(CN2CCC(C)(Oc3ccc(Cl)cc3)C2)cc1 (stereo unspecified),10,-19,-3,-12,4,.,13,.
Cc1ccc(C)c(OCCCNCc2ccccc2)c1,10,-1,1,-11,11,-3,23,.
Cc1ccc(C(=O)Nc2cccc(S(=O)(=O)N3CCCCC3)c2)cc1S(=O)(=O)N1CCOCC1,23,-1,5,-9,4,3,42,-11
O=C(COc1ccc([N+](=O)[O-])cc1)Nc1ccccc1N1CCCC1,12,0,-8,13,-4,0,8,-1
Cc1cc(C(F)(F)F)nc(SCC(=O)c2cccc([N+](=O)[O-])c2)n1,-1,-2,3,-11,-3,.,.,6
COc1cccc(NC(=O)CCCN2C(=O)C3CC=CCC3C2=O)c1 (stereo unspecified),.,-1,5,5,-2,.,-3,.
O=S(=O)(Nc1ncnc2sc3c(c12)CCC3)c1cc(F)ccc1F,5,0,9,-15,5,15,-9,-5
COc1ccc(OC)c(S(=O)(=O)NCc2cc(-c3ccccc3)no2)c1,-19,13,-22,17,4,1,7,0
O=C(Oc1oc(-c2ccco2)nc1C=Nc1ccccc1)c1ccoc1,1,-4,-12,2,-2,-2,.,4
CN1C(=O)/C(=C/c2cc3c(cc2Br)OCO3)NC1=S,.,.,-20,5,.,0,-15,3
CCOC(=O)/C=C1\SCC(=O)N1Cc1nnc(-c2ccccc2Br)o1,.,1,.,.,2,1,.,-3
O=C(C[C@@H]1CC[C@@H](NS(=O)(=O)c2ccccc2)[C@@H](CO)O1)N1CCC(Cc2ccccc2)CC1,.,.,-3,-12,.,.,26,8
O=C(Nc1ccc(NC(=O)c2ccc(Cl)c(S(=O)(=O)N3CCOCC3)c2)cc1)c1ccccc1,-10,1,3,-6,2,0,-12,5
NC(=O)NC(Cc1ccccc1)C(=O)O (stereo unspecified),.,-1,.,.,3,2,-8,.
CCC(=O)Nc1ccc(S(=O)(=O)Nc2cccc(C)c2)cc1OC,-8,0,.,.,-7,-5,14,5
C[C@H](NC(=O)C[C@H]1CC[C@H]2[C@@H](COC[C@H](O)CN2C(=O)Nc2ccccc2)O1)c1ccccc1,0,48,-4,-8,0,3,5,-2
CN1CCN(NC(=S)Nc2ccc(OC(F)F)cc2)CC1,.,.,11,6,.,-14,-11,-4
CNC(=O)C[C@@H]1CC[C@@H]2[C@H](COC[C@H](O)CN2Cc2ccc(C(F)(F)F)cc2)O1,0,1,4,-5,-7,-5,.,6
CCO[C@@H]1OC(C(=O)N2CCN(Cc3ccc4c(c3)OCO4)CC2)=C[C@H](c2csc3ccccc23)[C@H]1CCCO,-11,2&-4,.,.,0&-1,12&1,11,-6
Cc1cc(C(=O)Nc2ccc3c(c2)CCC3)ccc1[N+](=O)[O-],.,0,-64,19,-1,.,-145,-4
CC(/C=N/n1cnnc1)=C\c1ccccc1,-1,.,.,.,.,-1,12,1
COc1ccc(CC(=O)OCC(=O)Nc2ccc3c(c2)OCO3)cc1,.,.,8,17,.,-1,-15,-2
Nc1ccc(N=Nc2ccccc2)c2cccnc12,13,-5,-97,19,2,13,-59,-3
CN(CC(=O)NCc1ccccn1)S(=O)(=O)c1ccc(Cl)cc1,13,2,.,.,-4,24,.,8
CCOC(=O)C1(CCOC)CCN(C(=O)c2sccc2C)CC1,-3,-1,6,9,-7,0,0,4
CNC(=O)c1c(C)nc(SCC(=O)NCc2ccc(OC)cc2)c(C#N)c1-c1ccco1,3,0,.,.,-1,1,.,-5

# Compound activity: PubChem, Broad Institute
